TPT1 inh = inhibitors of Candida albicans tRNA 2'-phosphotransferase TPT1. recombinant caTPT1, FP RNA substrate dephosphorylation. inhibition, % at 5 µM. 300,000 tested, 0.81% active. AID 1962;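 active = inhibition above the mean of all tested compounds plus 3 SD, set per screening campaign, cut at about 24% in these data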;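 also: plate controls were DMSO alone for no effect and ferristatin control at 100 nM for full effect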
HCV core dimer = blocks dimerization of HCV core protein. 300,000 tested, 0.33% active. TR-FRET GST/Flag-core106 dimerization, 1536-well. inhibition, % at 5 µM;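 active = inhibition above the mean of all tested compounds plus 3 SD, set per screening campaign, cut at about 45% in these data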
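System: GST/Flag-tagged HCV core106 proteins. Incubation: compound-protein-antibody incubation 4 h at 22.5 °C. Technique: HTRF with 340 nm excitation, 617/671 nm emission. Medium: KF-containing HEPES buffer, pH 7.45, DTT, CHAPS, BSA. Read-out: inhibition (%) from 671 over 617 nm ratio. Also added: Eu(K)-anti-GST 90 ng/mL plus XL665-anti-Flag 1 µg/mL.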
proCasp7 act = counter-screen: procaspase-7 (human) activation | P55210 | recombinant procaspase-7, Ac-DEVD-pNA absorbance 405 nm; D23A/D198A/D206A triple mutant, cannot self-cleave; scale: DMSO 0, 5 µM enzyme 100 | activation, % at 8.5 µM | 330,000 tested, 0.093% active | AID 463210;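 active = percent activation above the screen-wide mean plus 3 SD, cut at about 25% in these data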
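Detection: p-Nitroaniline absorbance at 405 nm, read at 0 and 120 min; system: Uncleavable procaspase-7 mutant enzyme; evaluation: % activation from two-timepoint absorbance difference, scaled to controls; times: 1 h enzyme–compound preincubation and 2 h substrate reaction, both 25 °C; buffer or medium: Zinc-free HEPES pH 7.4 with 300 mM NaCl, 0.01% Triton X-100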
Efflux pump mplx = inhibitors of Candida antifungal efflux pumps expressed in yeast. S. cerevisiae Candida pump triplex, Nile Red efflux. inhibition, % at 10 µM. 330,000 tested, 0.44% active. AID 485275;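 active = plate passing quality check with inhibition over a set limit, or well fluorescence over plate mean plus 4 SD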;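 also: Nile Red retained in pooled yeast measured as flow cytometry median fluorescence; 0% = buffer negative control and 100% = Enniatin B positive control; higher means more Nile Red kept so more efflux inhibition; some compounds called inactive have numbers as strong as hits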
Fh CTSL1 inh = cathepsin L1 inhibition, PFM18AAP counter-screen; recombinant F. hepatica cathepsin L1, Z-Leu-Arg-MCA fluorescence; 300,000 tested, 0.49% active; inhibition, % at 5.96 µM;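 active = inhibition above the mean of all tested compounds plus 3 SD, set per screening campaign, cut at about 17% in these data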;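 also: 0% = plate median of test compound wells and 100% = 1 µM Z-Phe-Ala-diazomethylketone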
PP1 inh = counter-screen for PP5 inhibitors: inhibitors of human PP1-alpha | 320,000 tested, 0.9% active | inhibition, % at 6.7 µM | purified PP1alpha, OMFP fluorescence | P62136 | AID 2235;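 active = inhibition above the mean inhibition of all tested compounds plus 3 SD, computed separately for each screening campaign, cut at about 15% in these data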
Target sequence (P62136 whole entry, looked up): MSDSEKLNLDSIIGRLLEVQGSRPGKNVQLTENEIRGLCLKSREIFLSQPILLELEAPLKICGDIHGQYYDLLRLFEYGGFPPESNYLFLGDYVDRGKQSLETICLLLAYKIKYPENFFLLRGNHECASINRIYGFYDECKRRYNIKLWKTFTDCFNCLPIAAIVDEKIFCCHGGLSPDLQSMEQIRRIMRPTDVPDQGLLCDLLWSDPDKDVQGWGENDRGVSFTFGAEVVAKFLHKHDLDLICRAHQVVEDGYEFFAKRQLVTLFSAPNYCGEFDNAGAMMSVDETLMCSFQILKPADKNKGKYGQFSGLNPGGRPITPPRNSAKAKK
proCasp3 act = activates human procaspase-3 | recombinant procaspase-3 D3A, Ac-DEVD-pNA absorbance 405 nm | activation, % at 8.5 µM | 330,000 tested, 0.11% active;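 active = activation above the mean of all tested compounds plus 3 SD, cut at about 21% in these data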;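 also: 0% = DMSO alone and 100% = DMSO wells spiked with extra 5 µM PC-3 D3A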
Target sequence (P42574 whole entry D9A/D28A/D175A): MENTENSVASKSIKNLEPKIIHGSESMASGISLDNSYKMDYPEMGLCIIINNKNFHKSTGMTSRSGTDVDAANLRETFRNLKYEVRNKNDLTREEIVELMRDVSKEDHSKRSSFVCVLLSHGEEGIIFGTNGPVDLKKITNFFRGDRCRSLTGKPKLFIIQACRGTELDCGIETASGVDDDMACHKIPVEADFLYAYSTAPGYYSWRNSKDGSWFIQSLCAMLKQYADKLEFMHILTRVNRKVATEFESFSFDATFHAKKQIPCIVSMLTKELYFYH
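assay system = Procaspase-3 D3A mutant | signal = absorbance at 405 nm, 0 and 120 min | times = 1 h preincubation plus 2 h reaction at 25 °C | repeats = single replicate | read-out = % activation between DMSO and enzyme-spiked controls | medium = Zinc-free HEPES saline buffer with Triton X-100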
PP5 primary = PP5 (human) phosphatase inhibition; inhibition, % at 6.7 µM; 320,000 tested, 0.18% active; P53041; purified PP5c, OMFP substrate fluorescence;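 active = inhibition above the campaign's mean inhibition across all tested compounds plus 3 SD, cut at about 9.5% in these data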;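 also: 0% = DMSO only and 100% = 100 µM cantharidin control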
GASC-1 inh = inhibitors of human GASC-1 (JMJD2C) demethylase; Q9H3R0; GST-JMJD2C(1-420) H3K9me3 demethylation, DELFIA europium; inhibition, % at 2.35 µM; 330,000 tested, 0.069% active;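 active = more than half of a compound's replicate wells show inhibition beyond 50%, single wells judged on their own value; inconclusive = some, but no more than half, of replicates pass 50% inhibition; inactive = no replicate passes 50% inhibition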;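 also: signal counts dimethyl H3K9 product captured on neutravidin plate; 0% = median of DMSO wells and 100% = 0.3 times that DMSO median; strong numbers were not always called active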
Target sequence (Q9H3R0 1-420 limits assumed): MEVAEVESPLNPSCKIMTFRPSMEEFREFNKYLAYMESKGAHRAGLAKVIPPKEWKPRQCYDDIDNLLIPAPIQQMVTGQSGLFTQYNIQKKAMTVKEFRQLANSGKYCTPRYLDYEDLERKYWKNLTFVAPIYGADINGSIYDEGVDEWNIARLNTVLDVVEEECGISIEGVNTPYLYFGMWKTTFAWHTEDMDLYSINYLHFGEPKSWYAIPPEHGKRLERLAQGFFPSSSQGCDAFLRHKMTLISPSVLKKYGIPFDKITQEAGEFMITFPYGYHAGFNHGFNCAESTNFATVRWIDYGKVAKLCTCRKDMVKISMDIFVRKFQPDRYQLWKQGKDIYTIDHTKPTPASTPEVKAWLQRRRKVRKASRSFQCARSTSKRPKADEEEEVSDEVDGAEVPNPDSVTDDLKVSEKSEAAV
Active calls of the source: *; ? = inconclusive; . = no result given; + = active, no number; & = joins results of further samples. Hits appear at their usual frequency. About 2.9% of those tested had a hit in this group.

SMILES	TPT1 inh	HCV core dimer	proCasp7 act	Efflux pump mplx	Fh CTSL1 inh	PP1 inh	proCasp3 act	PP5 primary	GASC-1 inh
Cc1ccc(SCC(=O)NCCN2C(=O)CSC2=O)cc1C	2	-1	2	0.0	1	-3	-2	-0.6	11
C#CCSc1nccc(-c2nn(-c3ccc(C)cc3)ccc2=O)n1	5	6	-6	0.1	0	-3	-1	2.2	0
CCCCN1C(Nc2ccccc2)=NC[C@@H]1Cc1ccccc1	-6	4	2	0.0	0	-3	7	1.3	-7
CN=C1S/C(=C\c2ccc(O)c(Br)c2)C(=O)N1C	-3	-30	1	-0.1	3	0	0	-1.4	-10
Cc1cc(NC(=O)CSc2ccc3nnc(-c4ccccc4)n3n2)no1	0	5	9	-0.1	-4	-5	4	3.2	9
CCOC(=O)/C(=C/C=C1\Sc2cc(OCC)c(OCC)cc2N1CC)C(C)=O	+	-20	-13	0.2	3	-7	-14	2.6	-7
Cc1ccc(NS(=O)(=O)c2cc(C(=O)O)ccc2Cl)cc1	-3	-1	-3	0.0	1	-1	0	3.5	25
Cc1cnc(C(=O)OCc2csc(CC(=O)Nc3ccccc3C)n2)cn1	1	22	0	0.1	-4	-11	4	3.1	-14
CCOC(=O)C(CC)(CC)C(=O)/C=C/c1ccc(OC)cc1	0	-3	8	0.1	2	-2	0	3.6	-9
COc1ccc(NC(=O)CN(C)C(=O)c2cc(-c3ccc(Cl)cc3)nc3ccccc23)cc1	1	2	1	-0.1	4	0	2	3.4	17
CCCC(=O)C1=C(O)C(C(=O)OC)C(C)(C)CC1=NC(C)C (configuration not stated)	-3	-6	0	0.0	-3	-2	1	-0.6	-4
CN(c1ccccc1)S(=O)(=O)c1cccc(NC(=O)c2ccc(=O)[nH]c2)c1	.	.	-6	0.1	.	-5	3	-0.7	2
CC(=O)N1CCCc2cc(S(=O)(=O)N3CCN(C4CCCCC4)CC3)ccc21	-8	1	5	-0.1	3	-1	-3	0.2	9
Cc1ccccc1NC(=O)c1cccc(NC(=O)CCC(=O)O)c1	1	12	-4	0.0	-3	-7	-5	0.3	-1
O=C1c2ccccc2C(Nc2ccc3c(c2)OCO3)N1Cc1ccc2c(c1)OCO2 (configuration not stated)	-4	50*	-11	0.0	2	6	-4	1.1	15
O=C(NC(CC(=O)N1CCN(c2ccccc2O)CC1)c1ccccc1)c1ccccc1Cl (configuration not stated)	.	.	-3	-0.2	.	1	0	-1.0	-5
CN(C)/C=N/c1nc(-c2ccc3c(c2)OCO3)cs1	-4	-3	-11	0.0	-3	3	15	1.3	8
CCN(CC)C(=S)Nc1cc(C(=O)OC)ccc1C(=O)OC	-2	-1	-8	0.3	-4	0	-4	0.1	1
CCN1C(=C2C(=O)c3ccccc3C2=O)C=Cc2ccccc21	5	3	-17	0.0	3	-2	8	1.5	4
CCOc1ccc(C(=O)Nc2cccc3nsnc23)cc1[N+](=O)[O-]	1	14	-1	0.1	1	-4	0	2.6	-8
COc1ccccc1NC(=O)CC1C(=O)NCCN1C(=O)Nc1ccccc1 (configuration not stated)	-1	-5	-7	0.2	-1	-3	7	5.9	-1
COc1ccc(OC)c(N2C(=O)[C@@H]3C(c4ccccc4Cl)=NO[C@@H]3C2=O)c1	7	77*	10	0.1	-3	1	1	3.5	7
COc1cccc(C#Cc2c(CO)[nH]c3ccccc23)c1	.	.	-8	-0.4	.	-4	-2	1.5	12
C#CCOCCOCCOCCNc1nc(N2CCN(C(=O)[C@H](CCC(=O)O)n3cc(C(N)CC(C)C)nn3)CC2)nc(N2CCN(C(=O)[C@H](Cc3ccc(O)cc3)n3cc(C(N)[C@H](C)CC)nn3)CC2)n1 (some centres not stated)	-3	-8	-3	-0.1	2	1	-6	1.2	?
N#Cc1ncc(Cl)c2ccccc12	-2	-2	2	0.0	-2	-2	5	0.8	-15
COc1ccc2c(c1)[nH]c1c(=O)n(CCN3CCOCC3)cnc12	3	-6	11	0.2	3	-4	-1	1.3	0
CC(=O)c1cccc(NC(=O)Nc2nc(C)cc(C)n2)c1	0	5	8	0.3	0	-3	-12	2.8	-1
Cc1cc(C)c(C)c(/C=C(/C#N)C(N)=S)c1C	-10	-5	-10	-0.9	4	2	3	1.5	-52
CC1(C)C(=O)OC(c2cccs2)C2(CCCCC2)C1=O (configuration not stated)	9	-7	5	-0.1	0	1	0	1.1	3
C=Cc1ccc(CSc2cc(C)nc3nc(C)nn23)cc1	19	9	1	0.0	1	8	-3	0.5	2
Cc1ccccc1NC(=S)N1CCCN(Cc2ccc(F)cc2)C1	-3	6	2	0.0	-1	-5	3	-2.7	3
O=C(N/N=C/c1c(Cl)cccc1Cl)c1n[nH]c2c1CCCC2	-2	-1	5	-0.1	1	-3	9	2.2	7
COC(=O)c1cccc(-c2ccc(/C=N/N3C(=O)C4C5C=CC(C6CC56)C4C3=O)o2)c1 (configuration not stated)	1	19	7	0.1	6	-4	-3	1.0	-37
COc1ccc(-n2nc(C(=O)Nc3ccc4c(c3)OCO4)c3c4ccccc4n(C)c3c2=O)cc1	-3	4	-1	-0.1	-2	-9	2	-1.0	-42
CC(C)Nc1nnc(SC(C)C(=O)Nc2ccc(N3CCOCC3)cc2)s1 (configuration not stated)	.	.	9	0.0	.	-3	1	0.1	14
CC(=O)NC1=NN(C(C)=O)C(C)(CS(=O)(=O)c2ccc3ccccc3c2)S1 (configuration not stated)	-1	-3	10	0.0	1	-4	3	2.7	-15
CCCc1nnc(NC(=O)c2cccc(OC)c2)s1	0	0	-10	-0.1	5	3	-6	2.5	1
CSc1ncccc1C(=O)OCC(=O)NCCCc1ccccc1	.	.	0	-0.1	.	.	2	.	-1
Cc1nc(-n2ncc(C#N)c2N)c2c3c(sc2n1)CCC3	0	0	0	-0.1	1	-2	1	0.4	-46
Nc1ccc(C(=O)O)c(O)c1	-6&0&3	8&0&-6	-3&-24&4&-14	0.0&0.4&0.0&-0.1	-3&8&9	-1&-2&-9	10&0&-6&-20	-1.1&-0.6&2.0	89&-23&7&-20
O=C(NCc1ccco1)c1ccccc1NC(=O)C1CC(=O)N(c2ccc(Cl)cc2)C1 (configuration not stated)	-2	-1	-6	0.0	2	-3	0	3.5	-2
Cc1cccc(Oc2ccc(NC(=O)C3CC=CCC3C(=O)O)cc2)c1 (configuration not stated)	-9	-1	6	0.0	-3	1	7	5.2	-1
CCc1cc2c(=O)c(-c3cnn(-c4ccccc4)c3)c(C)oc2cc1OCC(=O)Nc1ccc(F)c(F)c1	2	6	-2	-0.1	-2	-2	3	0.2	-5
CCn1c(SCc2ccc(Cl)cc2)nnc1-c1ccccc1	-1	9	5	0.1	-5	-1	-2	3.7	-6
Cc1ccc(-c2nc(-c3ccccn3)no2)cc1[N+](=O)[O-]	-1	0	3	0.1	2	-2	-16	1.1	0
CCOc1ccc(-n2ccnc2SCC(=O)Nc2nnc(CC)s2)cc1	1	-4	-11	0.0	-2	1	-1	1.8	8
O=C(Cc1ccc(F)cc1)NC(Cc1c[nH]c2ccccc12)C(=O)O (configuration not stated)	2	-13	6	-0.2	3	8	-6	2.2	-1
C[C@H](NC(=O)C1CCN(C(=O)[C@H](Cc2ccccc2)NC(=O)OC(C)(C)C)CC1)C(=O)O	-5	-10	-3	0.0	0	-4	7	3.0	-4
CNc1c(N)n(Cc2ccccc2)c(=O)[nH]c1=O	-7	-6	5	0.1	-1	-4	7	0.5	-23
CC(Nc1ccccc1N1CCCCC1)C(=O)N1CCc2ccccc21 (configuration not stated)	-1	-3	1	0.2	2	-2	-4	-2.0	3
Cc1cc2[nH]c(=O)c(=O)[nH]c2cc1S(=O)(=O)N1CCN(c2cccc(C)c2C)CC1	0	19	12	0.1	7	-1	0	0.7	-13
C[C@@H]1CC=C[C@H]2[C@H]1C(=O)N(Cc1ccccc1)[C@H]2c1ccc(/C=C/c2ccccc2)cc1F	-3	12	6	0.1	-4	9	-7	2.1	3
CC1(c2nnc(-c3ccc(F)cc3)o2)CC(c2ccccc2)=NO1 (configuration not stated)	1	5	0	-0.2	0	7	10	-0.1	3
O=C(N/N=C/c1ccccc1)c1cccc2ccccc12	-1	1	4	0.1	0	1	-6	1.1	-8
NS(=O)(=O)c1ccc(CCNC(=O)C2CCCCN2S(=O)(=O)c2ccccc2)cc1 (configuration not stated)	5	-2	-2	0.0	2	-6	4	1.9	-5
Cc1cc(C(=O)CS(=O)(=O)c2ccc(F)cc2)cc(C)c1O	-3	3	15	-0.1	1	-3	-1	-0.7	-14
COCC(=O)N1CCC(n2nccc2NC(=O)c2ccccc2OC)CC1	-5	-8	-7	0.0	5	-2	-4	-1.5	-18
N/C(=N\O)c1ccccc1N1CCCCC1	0	-5	0	-0.1	7	-1	-2	1.9	1
CC1CCCC(NC(=O)COC(=O)CCC2CCCC2)C1C (configuration not stated)	1	-2	0	0.1	0	2	5	5.8	9
CCc1nc(SCC(=O)Nc2ccnc3ccccc23)n[nH]1	0	-5	9	0.0	-2	-1	6	-0.9	-4

Reformatted: entries from further up.
SMILES | TPT1 inh | HCV core dimer | proCasp7 act | Efflux pump mplx | Fh CTSL1 inh | PP1 inh | proCasp3 act | PP5 primary | GASC-1 inh
Cc1cc(C(=O)CS(=O)(=O)c2ccc(F)cc2)cc(C)c1O | -3 | 3 | 15 | -0.1 | 1 | -3 | -1 | -0.7 | -14
COCC(=O)N1CCC(n2nccc2NC(=O)c2ccccc2OC)CC1 | -5 | -8 | -7 | 0.0 | 5 | -2 | -4 | -1.5 | -18
N/C(=N\O)c1ccccc1N1CCCCC1 | 0 | -5 | 0 | -0.1 | 7 | -1 | -2 | 1.9 | 1

Other entries follow.
SMILES	TPT1 inh	HCV core dimer	proCasp7 act	Efflux pump mplx	Fh CTSL1 inh	PP1 inh	proCasp3 act	PP5 primary	GASC-1 inh
CCOC(=O)c1[nH]c(COC(=O)CCCOc2ccccc2)c(C(=O)OCC)c1C	-2	-3	10	0.1	-2	-2	0	0.9	-5
CC(N=c1ccccn1C(=O)Nc1ccc(F)cc1)c1ccco1 (configuration not stated)	-1	-1	-5	-0.1	-3	3	-5	-0.2	5
Cc1ccc([C@@H]2CC=C(C(=O)O)[C@H](c3ccccc3F)N2S(=O)(=O)c2ccc(C)cc2)cc1	-2	14	-6	0.1	0	-1	4	2.3	.
O=C(Nc1ccc(N2CCN(C(=O)c3ccco3)CC2)cc1)c1ccc2c(c1)OCO2	-1	-1	7	0.0	-2	-4	3	0.3	7
CC(C)(C)c1ccc(/C=C/C(=O)Nc2cccnc2)cc1	-1	10	3	-0.1	9	0	3	3.1	.

Bioassay records from PubChem BioAssay.
